# EPAC2 antagonist = qHTS for Antagonist of cAMP-regulated guanine nucleotide exchange factor 2 (EPAC2): primary screen | Rap guanine nucleotide exchange factor 4 (Homo sapiens), Q8WZA2 | EPAC2 GEF exchange of Rap1B-BODIPY-GDP, fluorescence | Potency, µM (series often up to 114 µM), for the others: at the top dose activity, negative = inhibition, actives largely listed as inhibitors | 360,000 tested, 0.18% active; also: potency is read from the fitted curve at half-maximal effect; % is scaled to controls: 0 for no effect and ±100 for the full control effect; nearly all actives have a fitted effect of over 45% in size; many of its hits are not listed in these tables
# PTHR1 agonist = qHTS for PTHR1 Agonists: Primary Screen. Parathyroid hormone/parathyroid hormone-related peptide receptor (Homo sapiens), Q03431. HEK293 GP2 PTHR1 cells, GloSensor cAMP luminescence, 1 h. Potency, µM (doses to about 115 µM), without a hit: top-dose activation, usual class: activators. 410,000 tested, 0.075% active; also: potency is read from the fitted curve at half-maximal effect; nearly all actives have a fitted effect of over 55% in size; some results filed as inactive show a strong effect at the top dose; inactives centre near -15; many of its hits are not listed in these tables
# Target sequence (Q03431 whole entry, looked up): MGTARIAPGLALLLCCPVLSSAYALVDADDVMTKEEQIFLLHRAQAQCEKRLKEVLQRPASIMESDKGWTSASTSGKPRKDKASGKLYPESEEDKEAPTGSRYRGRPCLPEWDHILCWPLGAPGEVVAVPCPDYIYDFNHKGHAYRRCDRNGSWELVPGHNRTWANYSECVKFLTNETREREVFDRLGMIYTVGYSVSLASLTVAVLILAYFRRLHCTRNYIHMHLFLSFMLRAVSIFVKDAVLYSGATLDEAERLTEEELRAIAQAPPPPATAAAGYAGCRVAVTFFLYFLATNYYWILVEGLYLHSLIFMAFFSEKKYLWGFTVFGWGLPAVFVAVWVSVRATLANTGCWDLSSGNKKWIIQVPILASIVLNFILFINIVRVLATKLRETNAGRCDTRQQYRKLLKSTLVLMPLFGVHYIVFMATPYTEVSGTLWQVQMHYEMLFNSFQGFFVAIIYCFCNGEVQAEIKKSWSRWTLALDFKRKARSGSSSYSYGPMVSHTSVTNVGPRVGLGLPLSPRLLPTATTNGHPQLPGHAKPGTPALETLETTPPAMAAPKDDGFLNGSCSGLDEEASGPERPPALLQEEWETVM
#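 HEK-293-derived GP2 cells expressing PTHR1 and a GloSensor cAMP reporter, 3,000/well, plated overnight, given luciferin plus IBMX (each 0.5 mM as added) for 1 h at 37 °C, then compound for 1 h at 37 °C. Luminescence was read after 15 min at room temperature.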
# EPAC2 ag = qHTS for Agonist of cAMP-regulated guanine nucleotide exchange factor 4 (EPAC2): primary screen; EPAC2 activation, biochemical qHTS; response scale: 100% = 6.5 mM cAMP response; Potency, µM (titrated, usually from 154 µM), for inactives: at the top dose activation, hits mostly activators; AID 720711, 2013; 360,000 tested, 0.079% active; also: potency is read from the fitted curve at half-maximal effect; nearly all actives have a fitted effect of over 50% in size
#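 Readout is BODIPY fluorescence (480 nm excitation, 540 nm emission), which falls as labeled GDP is exchanged off Rap1B. EPAC2 at 100 nM acted on 250 nM RAP1B-BODIPY-GDP with 50 uM GDP present.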
# CCT modulator = High-Throughput Screening for Modulators of Cytosolic Chaperonin Activity; purified chaperonin ATPase assay, HTRF ADP detection, 30 min; activity change, % (concentration not given with the values), hits read low; AID 651819, 2012; 360,000 tested, 0.3% active; in the data active = activity change below about -30%; also: % is scaled to controls: 0 for no effect and ±100 for the full control effect
#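 We incubate TRiC, 40 or 20 nM final, with library compounds at 76 uM and 10 uM ATP for 30 min at 37 °C. ADP formed is detected with Transcreener HTRF reagents after 30 min at room temperature.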
# Mm-Cpn inhibitor = Inhibitors of TCP-1 ring complex (TRiC) of Methanococcus maripaludis (MmCpn): qHTS; Potency, µM (doses to about 76.9 µM), without a hit: at the highest dose activity, negative = inhibition, most hits filed as inhibitors; purified Mm-Cpn ATPase, ADP Transcreener TR-FRET; AID 504842, 2011; 330,000 tested, 0.031% active; Chaperonin Mm-Cpn (Methanococcus maripaludis); also: potency is read from the fitted curve at half-maximal effect; % is scaled to controls: 0 for no effect and ±100 for the full control effect; nearly all actives have a fitted effect of over 80% in size
#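 ATP (10 uM final) was added to archaeal chaperonin (25 nM final) after 10 min exposure to test compound at 37°C; after 30 min further incubation, ADP was detected by competitive TR-FRET.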
# DRD3 agonist = qHTS of D3 Dopamine Receptor Agonist: qHTS; D(3) dopamine receptor (Homo sapiens), P35462; D3R DiscoveRx beta-arrestin cells, luminescence, 90 min; max activation, %; 410,000 tested, 0.58% active; AID 652048, 2013; in the data active = max activation above about 30%; also: 0% is about no effect; mostly tested at two doses, the higher about 12 µM
# Target sequence (P35462 whole entry, looked up): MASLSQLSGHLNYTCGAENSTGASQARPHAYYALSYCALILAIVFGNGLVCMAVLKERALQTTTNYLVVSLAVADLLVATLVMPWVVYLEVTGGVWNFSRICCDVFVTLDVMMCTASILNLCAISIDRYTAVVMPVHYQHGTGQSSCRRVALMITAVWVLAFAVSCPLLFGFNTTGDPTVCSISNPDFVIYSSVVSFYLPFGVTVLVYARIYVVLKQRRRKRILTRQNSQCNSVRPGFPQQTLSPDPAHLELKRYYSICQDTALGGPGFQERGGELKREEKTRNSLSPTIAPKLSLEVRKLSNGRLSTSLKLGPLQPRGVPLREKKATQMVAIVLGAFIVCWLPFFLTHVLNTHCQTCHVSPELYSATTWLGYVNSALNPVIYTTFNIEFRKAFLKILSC
#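 Agonist-mode cell screen: cells plated at 1500/well and incubated overnight at 37 °C, then exposed to library compounds for 90 min at 37 °C. Detection reagent was added for 30–60 min at room temperature, and luminescence was read.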
# DRD3 antagonist = qHTS of D3 Dopamine Receptor Antagonist: qHTS; D3R cells, DiscoveRx beta-arrestin luminescence, antagonist mode; hits give low values; max response, negative = inhibition, %; 360,000 tested, 2.5% active; in the data active = max response below about -50%; inconclusive = no clear call, values can overlap the other calls; also: % is scaled to controls: 0 for no effect and ±100 for the full control effect; mostly tested at two doses, the higher about 12 µM
#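 Cells expressing the human receptor were seeded at 1500 cells/well, incubated overnight at 37 degrees C in 5% CO2, then exposed to library compounds with dopamine controls for 90 minutes at 37 degrees C before luminescent detection.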
# Akt phos inh = HTS Assay for Inhibitors of Akt Phophorylation: Primary Screen; Neuro2A IGF-stimulated pAkt S473 HTRF, 20 min; hits give low values; activity change, % for hits at 50 µM; 360,000 tested, 0.32% active; AID 651550, 2012; in the data active = activity change below about -80%; inconclusive = mostly about -51% to -80%; also: % is scaled to controls: 0 for no effect and ±100 for the full control effect
#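 Neuro2A cells (4,500/well, DMEM with 0.5% FBS) were treated with compound at a single 50 µM final concentration, stimulated with 6 nM IGF for 20 min at 37 °C, and lysed. Phospho-Akt Ser473 was read by HTRF as 665/615 ratio ×10^4.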
# Starred values were filed as active, the others as inactive; i = inactive; ? = inconclusive; . = not tested or not shown; & = joins results of further samples; [ ] = another dose, or the depositor's remark. Unless noted, calls follow the shape of the dose curve; as a rule, active = well fitted curve in the direction sought with a large enough effect; inconclusive = small, poorly fitted or top-dose-only effect, or another doubt; inactive = no such curve, though single readings can be large; an effect the other way counts as inactive or inconclusive. An excerpt; rates above refer to the full screens.
smiles	EPAC2 antagonist	PTHR1 agonist	EPAC2 ag	CCT modulator	Mm-Cpn inhibitor	DRD3 agonist	DRD3 antagonist	Akt phos inh
N#Cc1ccccc1OCC(=O)OCC(=O)NC1CCCCC1	-3%	i	-3%	1.7	-3%	2	26	i
CSCCC(NC(=O)c1ccccc1Cl)C(=O)NNC(=O)c1csc(N2CCOCC2)n1 (centres undefined)	6%	i	8%	5.0	1%	-2	24	i
O=C(CN1CCN(S(=O)(=O)c2ccccc2)CC1)Nc1ccc([N+](=O)[O-])cc1	-6%	-31%[inhibitor]	6%	-0.5	1%	-4	-1	i
COCCNC(=O)CSc1nc2ccc(N3CCOCC3)cc2c(=O)n1CCc1ccccc1	-3%	i	1%	-3.7	-1%	0	29	i
Cc1ccc(S(=O)(=O)NCC(=O)NCC(=O)NCCc2ccc(Cl)cc2)cc1C	-19%	-12%	18%	-1.0	.	2	-12	i
COc1ccc(NC(=O)C(=O)NCCC2CCCCN2S(=O)(=O)c2ccccc2)cc1 (centres undefined)	-4%	-18%	3%	-2.0	-3%	-12	0	i
Cc1ccc(-n2ncc3c(SCC(=O)NNC(=O)C(C)C)ncnc32)cc1	2%	-17%	8%	1.7	-1%	11	11	i
CCC(C)n1cnc2c(c1=O)c1nc3ccccc3nc1n2Cc1ccc(OC)cc1 (centres undefined)	7%	-13%	3%	2.1	-2%	-5	-13	i
CC(C)c1ccc(/C=C/C(=O)NC(=S)Nc2ccc(CN3CCOCC3)cc2)cc1	-14%	-31%[inhibitor]	7%	0.1	2%	0	-9	i
CCOC(=O)c1c(NC(=O)c2c(Br)cnn2C)c(C#N)nn1-c1ccccc1	-1%	-44%[inhibitor]	9%	1.0	-1%	14	7	i
COc1ccccc1N(C)S(=O)(=O)c1ccc(C)c(C(=O)Nc2nccs2)c1	-2%	-26%	4%	1.1	-1%	8	16	i
CCOc1ccccc1N1CCN(Cc2ccco2)CC1	15%	i	-1%	-1.7	-5%	-38	-24	i
CCN(CC)c1nc(N)c([N+](=O)[O-])c(NCCO)n1	3%	-27%	5%	-5.3	2%	16	-15	i
COc1ccc(S(=O)(=O)N2CCCCCC2)cc1Br	?	-21%	11%	-1.9	2%	-8	-9	i
O=C(O)CC1(O)C(=O)N(Cc2ccccc2)c2ccccc21 (centres undefined)	2%	i	25%	-1.4	1%	2	5	i
O=C(CC1Sc2ccccc2NC1=O)NCc1ccc(Cl)cc1 (centres undefined)	0%	-74%[inhibitor]	-1%	-0.4	3%	3	2	i
Cc1cccc(C)c1NC(=O)C1(N(Cc2ccco2)C(=O)c2ccccn2)CCCC1	9%	i	9%	0.0	-1%	0	2	i
CCCCn1c(N)c(N(C(=O)CSc2nnc(C)n2-c2ccccc2)C2CCCC2)c(=O)[nH]c1=O	-12%	i	10%	-1.8	0%	3	2	i
CC1=NNC(=O)C1Cc1ccccc1C (centres undefined)	-3%	-21%	9%	0.7	-2%	1	0	i
O=C(/C=C/NCc1cccnc1)c1ccc(-c2ccccc2)cc1	-2%	-46%[inhibitor]	0%	1.6	-10%	4	7	i
CC(=O)Oc1cccc(C(=O)Nc2ccc3c(c2)C(=O)N(CC2CCCO2)C3=O)c1 (centres undefined)	-8%	-7%	-5%	-2.2	-1%	3	-26	i
O=C(NC1CCCCCC1)c1ccc(CS(=O)Cc2cccc(Cl)c2)o1 (centres undefined)	-2%	-1%	5%	0.9	0%	1	2	i
CN(C)S(=O)(=O)c1ccc(C(=O)NCc2nnc(SCC(=O)NCc3ccco3)o2)cc1	10%	i	13%	0.1	-1%	22	5	i
COCCC(=O)Nc1ccc2c(c1)CN(C(=O)c1ccc(CSC)o1)CC2	40%	12%	6%	2.5	-2%	1	-9	i
CC(C)(C)OC(=O)N1CCC(c2c(C(=O)N3CCN(C(=O)c4ccco4)CC3)cnn2-c2ccc(F)cc2F)CC1	-7%	-26%&9%	-1%	-0.9	-1%	4&-2	-5	i

# (next part)
smiles	EPAC2 antagonist	PTHR1 agonist	EPAC2 ag	CCT modulator	Mm-Cpn inhibitor	DRD3 agonist	DRD3 antagonist	Akt phos inh
Cc1ccc(-n2nc3c(c2NC(=O)c2ccc(OC(C)C)cc2)CS(=O)C3)cc1 (centres undefined)	2%	i	1%	-1.7	1%	-7	-18	i
CC1C(=O)OC(c2ccc(Br)cc2)C(C)(C)C1=O (centres undefined)	-9%	-64%[inhibitor]	-2%	-0.2	-2%	1	12	i
COc1ccc(-n2c(-c3ccc(Br)cc3)nc(=S)c3c2CCCC3)cc1	0%	-15%	-3%	1.9	0%	6	64	i
CC1(C)Cc2c(c(=S)nc(-c3ccccc3)n2CCCN2CCOCC2)CO1	-2%	9%[57.5 µM]	7%	-6.9	-3%	-11	?	i
COC(=O)C(CCC(=O)CN1C(=O)c2ccccc2C1=O)N1C(=O)c2ccccc2C1=O (centres undefined)	-3%	-9%	14%	-1.8	.	-6	-15	i
CCCn1c(NC(=O)c2ccccc2)nc2ccccc21	14%	-28%	9%	2.0	-1%	-9	?	i
CC(=O)c1sc(NC(=O)c2ccc(F)c(S(=O)(=O)N3CCOCC3)c2)nc1C	1%	-5%	6%	-3.7	-9%	-1	3	i
CN(Cc1nc(-c2ccccn2)no1)S(=O)(=O)c1ccc(Br)cc1	2%	-11%[57.5 µM]	9%	0.8	1%	6	2	i
O=C(O)C1CCN(C(=O)c2cc(F)cc3c2OCOC3)CC1	8%	-7%	5%	0.9	2%	0	9	i
O=C(NCC(O)CN1CCOCC1)c1ccc([N+](=O)[O-])cc1 (centres undefined)	-6%	-26%	7%	-1.8	1%	2	-8	i
CC(=O)N1CCc2cc(S(=O)(=O)NCCCOC(C)C)ccc21	4%	-24%	-6%	-0.6	5%	1	7	i
CN(C)CCCNCCCNC(=O)c1ccco1	2%&1%	-18%[57.5 µM]	-4%&14%	-3.2&-1.6	0%	-5&1	3&-20	i
COc1ccccc1-c1sc2ccccc2c1-c1ccccc1OC	-17%	-36%[inhibitor]	7%	-9.5	56µM*	-5	4	i
CCCN1CCN(S(=O)(=O)c2cc3c(cc2C)NC(=O)CO3)CC1	-10%	i	5%	0.0	0%	2	0	i
NNC(=O)Cn1c(-c2ccccn2)nc2ccccc21	-2%	i	-6%	1.2	1%	3	8	i
CN(C)C(=S)N=c1ssc(=S)n1Cc1ccccc1	5%	-16%	8%	1.1	.	2	-12	i
c1ccc(-c2cc3c(nn2)CCc2nonc2-3)cc1	20%	i	10%	1.2	1%	-1	-19	i
CCOc1ccccc1/C=C/c1onc(C)c1S(=O)(=O)N1CCC(C(=O)N(CC)CC)CC1	6%	-6%	12%	-2.6	-2%	-15&-25	-19	i
CCCCNS(=O)(=O)c1ccc2nc(SCC(N)=O)[nH]c2c1	-2%	-10%	12%	-1.8	-3%	1	-5	i
Cc1cccc(N2CC(O)=C(c3nc4ccccc4n3C)C2=N)c1	-1%	6%[57.5 µM]	10%	-2.5	1%	0	-10	i
C/C(=N\NC(=O)c1ccc(Cn2cc([N+](=O)[O-])cn2)o1)c1cccc(NC(=O)C(C)C)c1	4%	i	12%	0.8	-1%	2	1	i
CCCC(=O)N(c1ccc(OCC)cc1)C1C=CS(=O)(=O)C1 (centres undefined)	1%	i	5%	0.2	-1%	1	-4	i
COC(=O)Cn1c(=O)c2c(n(Cc3ccccc3)c1=O)N/C(=C/c1ccc(OC)cc1)C2=O	-16%	-14%	-11%	-0.6	-2%	7	4	i
CCc1c(C#N)c(N)nc(SCC(=O)OCc2ccccc2)c1C#N	?	-83%[inhibitor][57.5 µM]	3%	0.4	-5%	1	43	i
Cc1noc(/C=C/N(C)C)c1S(=O)(=O)N1CCCC(C(=O)NCc2ccccc2Cl)C1 (centres undefined)	9%	8%[57.5 µM]	3%	0.0	-4%	-19	-20	i

# Further records.
smiles	EPAC2 antagonist	PTHR1 agonist	EPAC2 ag	CCT modulator	Mm-Cpn inhibitor	DRD3 agonist	DRD3 antagonist	Akt phos inh
COc1ccc(CNC(=O)COc2ccc(S(=O)(=O)N3CCCCC3)cc2)cc1	11%	-21%	-7%	1.0	-4%	7	-9	i
CN1/C(=C\C(=O)C(F)F)C(C)(C)c2ccccc21	-5%[57.1 µM]	-44%[inhibitor][57.5 µM]	-11%	-0.2	1%	2	12	i
Cc1nnc(SCC(=O)c2ccc([N+](=O)[O-])cc2)s1	-4%	-17%	1%	-12	-1%	5	-3	i
COc1cccc(/C=N/NC(=O)CCC(=O)Nc2ccc(Br)cc2)c1	1%	-9%	-2%	0.5	1%	-3	5	i
c1ccc(Cn2nnc3c(NCC4CC4)ncnc32)cc1	-1%	-8%	5%	0.5	.	0	-4	i
Cc1ccc(C(=O)CCc2ccc(N)cc2)cc1	-2%	-1%	4%	-1.6	1%	2	3	i
Cn1c(=O)c(C(=O)NCc2ccccc2)c(O)c2ccccc21	-4%	-21%	14%	-3.5	1%	1	-8	i
Cc1cc(C)cc(OCC(=O)OCC(=O)Nc2c(C)n(C)n(-c3ccccc3)c2=O)c1	1%	22%	9%	0.5	2%	-14	-18	i
C[C@H](CO)N1C[C@H](C)[C@@H](CN(C)C(=O)Nc2cccc3ccccc23)OCCCC[C@H](C)Oc2ccc(NS(=O)(=O)c3cn(C)cn3)cc2C1=O	7%	7%	-15%	0.2	.	6	12	i
Cc1ccc(NC(=O)C(C)Oc2ccccc2)cc1S(=O)(=O)N1CCCCCC1 (centres undefined)	-4%	-29%	22%	-0.3	0%	0	-1	i
CC1CCCN(c2ccc(C(=O)Nc3ccc4c(c3)OCO4)cc2[N+](=O)[O-])C1 (centres undefined)	-5%	i	9%	-1.3	3%	-8	17	i

# Compound activity deposited in PubChem BioAssay by National Center for Advancing Translational Sciences (NCATS).
